Bioassay records (PubChem BioAssay)
eIF4E-4G inh: blocks eIF4E binding to eIF4G; TR-FRET eIF4E-eIF4GI(517-606) binding, 2 h; inhibition, % at 21.7 µM; 220,000 tested, 0.37% active; AID 782;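 further: 0% = full FRET control wells and 100% = background wells lacking eIF4GI fragment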
NCF1 inh: blocks human p47phox regulatory protein of NADPH oxidases; inhibition, % at 24.7 µM; 220,000 tested, 0.53% active; p47phox/p22phox peptide binding, fluorescence polarization, 2 h; AID 1274;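 further: 0% = p47phox with labelled peptide and 100% = labelled peptide alone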
Target sequence (P14598 whole entry, looked up): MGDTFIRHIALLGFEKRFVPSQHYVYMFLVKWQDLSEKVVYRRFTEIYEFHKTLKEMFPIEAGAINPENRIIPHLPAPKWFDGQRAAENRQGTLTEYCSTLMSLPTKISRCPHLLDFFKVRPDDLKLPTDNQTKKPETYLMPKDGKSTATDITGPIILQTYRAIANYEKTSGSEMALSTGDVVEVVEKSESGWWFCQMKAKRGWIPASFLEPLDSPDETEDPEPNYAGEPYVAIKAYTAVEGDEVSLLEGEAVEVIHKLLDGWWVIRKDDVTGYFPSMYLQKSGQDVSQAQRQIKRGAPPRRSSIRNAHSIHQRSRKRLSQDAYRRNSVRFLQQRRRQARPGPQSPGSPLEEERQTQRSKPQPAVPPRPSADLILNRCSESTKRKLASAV
Thrombin inh: thrombin (human) inhibition. P00734. alpha-thrombin, Boc-VPR-AMC fluorogenic substrate cleavage. inhibition, % at 5 µM. 220,000 tested, 0.26% active;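 active means inhibition at or above 40%; inactive means inhibition below 40%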;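 further: 0% = enzyme with no compound and 100% = wells without enzyme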
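Material: human alpha-thrombin protein; Also added: Boc-VPR-AMC substrate, 15 µM final; Timing: enzyme reaction carried out at room temperature; Signal: fluorescence, ex 355 nm, em 460 nm; Measure: % inhibition of thrombin; Controls: enzyme without compound as high, wells lacking enzyme as low.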
Cl transport mod: KCC2 (human) Cl- transport modulation; Q9H2X9; 190,000 tested, 2.2% active; KCC2 cells, thallium flux FluoZin-2 fluorescence; B-score of Tl+ flux slope (higher = more flux/activation; lower = inhibition) at 10 µM;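 active means thallium flux slope and its plate-corrected score both differing from the plate sample mean at a set confidence after two filtering rounds, in either direction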;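 further: slope of fluorescence scaled to starting intensity during 10 to 20 s after thallium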
KLK5 inh: inhibitors of human kallikrein 5 | Q9Y337 | recombinant hK5, fluorogenic AMC substrate cleavage | inhibition, % at 5 µM | 210,000 tested, 0.59% active;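 active means inhibition of 40% or more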;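 further: 0% = enzyme controls without compound and 100% = no-enzyme blanks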
EBV gp42 inh: EBV gp42 inhibition; Q1HVG2; Fluorescence polarization binding assay, mP read-out; inhibition, % (tested at 21.74 µM); 220,000 tested, 0.42% active; AID 1085; in the data active means inhibition above about 50%
Rad51 HR inh: Rad51 (human) homologous recombination inhibition | Q06609 | hRad51 DNA strand exchange, fluorescence dequenching | inhibition, % at 10 µM | 200,000 tested, 0.085% active;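 active means inhibition above 40% at the single screening dose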;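 further: 0% = DMSO control wells and 100% = blanks with heterologous ssDNA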
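System: hRad51 filaments on single-stranded DNA; reagent: Fluorescein- and BHQ1-tagged 47-mer duplex; compound dosing: one concentration, 10 µM final; timing: filaments 15 min 37 °C, then compound 30 min; measured by: fluorescein emission 520 nm, excitation 485 nm; benchmarks: per-plate controls and blanks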
Furin inh: human furin inhibition; P09958; purified furin, fluorogenic substrate cleavage; inhibition, % at 30 µM; 220,000 tested, 0.061% active; AID 463115; in the data active means inhibition above about 25%; further: inactives centre near -15
Target sequence (P09958 108-714 limits assumed): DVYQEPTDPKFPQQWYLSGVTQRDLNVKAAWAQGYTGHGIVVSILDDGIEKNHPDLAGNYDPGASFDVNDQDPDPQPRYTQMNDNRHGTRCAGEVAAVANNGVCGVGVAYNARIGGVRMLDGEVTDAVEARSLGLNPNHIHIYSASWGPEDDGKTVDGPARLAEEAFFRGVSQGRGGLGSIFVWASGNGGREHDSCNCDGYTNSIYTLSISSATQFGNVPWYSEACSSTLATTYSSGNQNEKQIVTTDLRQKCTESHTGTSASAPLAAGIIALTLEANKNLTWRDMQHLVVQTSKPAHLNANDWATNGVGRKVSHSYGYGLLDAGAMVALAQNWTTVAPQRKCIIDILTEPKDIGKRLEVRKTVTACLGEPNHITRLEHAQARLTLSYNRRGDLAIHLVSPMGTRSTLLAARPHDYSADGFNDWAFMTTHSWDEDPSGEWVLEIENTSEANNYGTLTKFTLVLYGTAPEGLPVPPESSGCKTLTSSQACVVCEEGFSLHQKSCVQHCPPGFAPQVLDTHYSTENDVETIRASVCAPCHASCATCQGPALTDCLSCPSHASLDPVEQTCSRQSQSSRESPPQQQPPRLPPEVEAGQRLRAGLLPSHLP
14-3-3 Bad inh: disrupts binding of bovine 14-3-3 zeta to phospho-Bad peptide; TR-FRET 14-3-3zeta/Dy647-pBad peptide displacement, 1 h; AID 781; 220,000 tested, 0.71% active; inhibition, % at 21.7 µM; P63103;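 active means inhibition above about 70%, limit read from the data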;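 further: 0% = full 14-3-3 plus peptide FRET controls and 100% = background without 14-3-3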
An asterisk follows results filed as active; . = no result given; [ ] = dose if it differs, or a comment.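 How the source made its calls, unless noted: active means inhibition above about 30% (limit read from the data); inactive means the rest.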

SMILES	eIF4E-4G inh	NCF1 inh	Thrombin inh	Cl transport mod	KLK5 inh	EBV gp42 inh	Rad51 HR inh	Furin inh	14-3-3 Bad inh
CCOC(=O)CN1N=C(/C=C/c2ccc(OCC)cc2)CCC1=O	1	-11	-11	-0.31	-2	-15	6	-6	-6
C=CCN(CC=C)CCCOc1ccc(Br)cc1Cl	-1	-17	-1	0.58	0	-10	11	-20	-6
CCCSc1nc2c(c(=O)n(C)c(=O)n2C)n1Cc1ccc(C)cc1	-1	-15	4	.	-12	-12	-2	-8	4
CSc1nc2nc3c(cc2c(=O)n1-c1ccc(C)cc1)COC(C)(C)C3	2	-6	-1	0.86	-1	-29	5	-23	1
Cc1cccc(NC(=O)C2CC(O)CN2C(=O)OCc2ccccc2)c1 (stereo not drawn)	-1	-10	0	0.3	14	8	-4	-25	11
Cc1ccc(CS(=O)(=O)CCC(=O)NC2CC2)cc1	1	-4	3	0.54	-5	-10	-2	-24[20 µM]	11
COc1ccc(CNC(=O)C2CCCN(Cc3nc(-c4cccc(C)c4)oc3C)C2)cc1 (stereo not drawn)	1	-9	-1	-1.8	-13	-2	37	-24	-15
C/C(N)=C(/C#N)C(=O)CN1CCCCC1	-1	-14	-5	1.5	-8	-20	-3	-16	-16
O=C1Nc2ccccc2C(O)(C(=O)NCc2ccc3c(c2)OCO3)N1c1ccc(Cl)c(Cl)c1 (stereo not drawn)	5	-12	1	-0.95	-20	-2	-4	-9[20 µM]	0
O=C(CCCOc1ccccc1)N1CCN(C(=O)c2ccco2)CC1	-6	-6	0	.	-12	0	-3	-14	1
COc1ccc(S(=O)(=O)N2CCC(O)(c3ccc(Cl)cc3)CC2)cc1	-3	-1	3	-0.67	-10	-5	-1	-31	-3
CCCCOc1ccc(NC(=O)Nc2nnc(C)s2)cc1	2	-12	5	0.68	-3	-13	0	-10	2
O=C(Cn1nc(-c2cccc([N+](=O)[O-])c2)c2ccccc2c1=O)Nc1cccnc1	-6	-17	1	0.076	-4	-21	17	-7[20 µM]	6
Cc1ccccc1C(=O)OC1OC(=O)C(Cl)=C1N1CCOCC1 (stereo not drawn)	2	2	-6	-1.4	-20	-12	4	-7	-17
CC(C)c1ccc(/C=C/c2ccc(=O)n(C)n2)cc1	-2	-2	0	0.93	-23	-17	0	-18	-2

Three entries from above, arranged by molecular weight, smallest number first.
SMILES	eIF4E-4G inh	NCF1 inh	Thrombin inh	Cl transport mod	KLK5 inh	EBV gp42 inh	Rad51 HR inh	Furin inh	14-3-3 Bad inh
CCCCOc1ccc(NC(=O)Nc2nnc(C)s2)cc1	2	-12	5	0.68	-3	-13	0	-10	2
C=CCN(CC=C)CCCOc1ccc(Br)cc1Cl	-1	-17	-1	0.58	0	-10	11	-20	-6
CCCSc1nc2c(c(=O)n(C)c(=O)n2C)n1Cc1ccc(C)cc1	-1	-15	4	.	-12	-12	-2	-8	4

New compounds follow:
SMILES	eIF4E-4G inh	NCF1 inh	Thrombin inh	Cl transport mod	KLK5 inh	EBV gp42 inh	Rad51 HR inh	Furin inh	14-3-3 Bad inh
CC(=O)N(C(C)=O)c1nc(-c2ccccc2)cn1/N=C/c1cccc([N+](=O)[O-])c1	-3	-13	-9	0.003	-7	-10	15	-11	1
C/C(=N\O)c1ccc(N2C(=O)C3CC=C(Cl)CC3C2=O)cc1 (stereo not drawn)	4	-9	0	-0.31	-12	0	0	-20[20 µM]	4
CC1(C)CC(=O)C(C(C2=C(O)CC(C)(C)CC2=O)c2cccs2)C(=O)C1 (stereo not drawn)	10	-5	-2	.	-1	-13	.	-21[20 µM]	24[fluorescence artefact?]
O=C(CNCc1ccco1)Nc1ccc(N2CCCCCC2)cc1	4	3	1	0.16	-1	-12	.	-26	27
CCCCn1c(-c2ccc(Cl)cc2)nc2c(=O)n(C)c(=O)[nH]c21	9	-12	4	-0.6	-15	-12	-9	-17[20 µM]	3
CCc1cc(C(=O)OC)c(NC(=O)CCCC(=O)O)s1	1	-13	-3	-0.068	-15	-18	-2	-19	-5
O=C1Nc2ccccc2C12OCCO2	-6[fluorescence artefact?]	-9	2	.	-9	-17	-6	-28	1[fluorescence artefact?]
O=C(NCc1ccccc1)c1ccc(F)c(F)c1	-2	-13	-2	-0.96	2	3	1	-21	-6
CC(=C/c1ccccc1)/C=C1/SC(N2CCOCC2)=NC1=O	-2	-10	5	-2.2	8	-10	.	8[20 µM]	7[fluorescence artefact?]
COc1ccccc1OCC(=O)Nc1ccccc1C(=O)NCc1ccco1	1	-3	-1	0.029	-3	-24	4	-10[20 µM]	-6
O=C(O)c1cc2ccccc2cc1Nc1ccccc1	12	-1	-4	0.56	-1	-5	7	-21	2
COc1cc(CC2COC(=O)C2(O)Cc2ccc(O)c(OC)c2)ccc1O (stereo not drawn)	-18	6	11	0.051	28	-6	-7	-8	0
O=C(c1ccccc1NS(=O)(=O)c1cccc(C(F)(F)F)c1)N1CCc2ccccc21	-2	-12	-6	-0.24	-12	3	2	0	0
Cc1ccc(C2C3=C(CCCC3=O)Nc3[nH]c(=S)[nH]c(=O)c32)cc1 (stereo not drawn)	-1	-14	3	0.91	-2	82*	-6	-9[20 µM]	19
COc1ccc(C(=O)CSc2nncn2C)cc1	0	1	-4	0.057	0	-12	-7	-18[20 µM]	10
CN(C)C(=O)CCCCCCCCC(=O)N(C)C	-3	-6	5	0.92	5	-12	1	-30	-6
CCOC(=O)COc1ccc2c(c1)c(C(=O)OCC)c(C)n2CC	1	-2	-1	-1.1	-23	-12	26	-30[20 µM]	-8
O=C(Nc1cnccn1)c1cccnc1	-3	-10	1	2	-8	1	-2	-13[20 µM]	-5
CC(C)(C)OC(=O)N1CCC2(CC1)C(C#N)=C(N)OC1=C2C(=O)CCC1	2	0	0	0.49	-7	7	-9	-25	-3
COc1ccc(NC(=O)c2scc(S(=O)(=O)C(C)C)c2N)cc1	2	-12	-2	-0.051	0	-19	5	-8	-5
CSC1=NCCN1C(=O)c1cccc(C(F)(F)F)c1	-3	-16	3	.	2	-17	-6	-12	4[fluorescence artefact?]
CCNC(=O)C(=O)NCCc1ccc(Cl)cc1	-4	-19	3	-0.0068	-22	-34	-5	-18[20 µM]	-2
CCN1CCN(c2cc(C)c3cc(NC(=S)N4CCCCC4)ccc3n2)CC1	-1	-9	-11	0.022	-4	-3	7	-15	-14
Cc1ccc(S(=O)(=O)NC(CC(=O)NCC2CCCO2)c2ccccc2)cc1 (stereo not drawn)	-1	-2	-7	0.53	-3	-6	-2	-24	-4
CCN1C(=O)/C(=C\C(=O)c2cccs2)c2cc(Br)ccc21	-3	14	8	0.23	-4	4	18	-22	-14
COC(=O)Nc1nnc(Cc2ccc(Cl)cc2)s1	-14[fluorescence artefact?]	-85	-13	-0.031	-19	-28	-12	-15[20 µM]	8[fluorescence artefact?]
Cc1ccc(-n2c(SCC(=O)Nc3ccc4c5c(cccc35)CC4)nc(O)cc2=O)cc1	6	-41	-10	-0.029	-21	-5	-9	-11	-18
O=C(O)CC(NC(=O)Nc1ccccc1)c1ccc(OC2CCCC2)cc1 (stereo not drawn)	1	-6	-6	-0.56	-5	-17	-26	-22	0
Cc1cc(N2CCN(c3ccccc3)CC2)nc(N)n1	3	1	-3	0.16	-13	3	-8	-19[20 µM]	2[fluorescence artefact?]
COc1cccc(CNS(=O)(=O)c2cn(C)cn2)c1	-1	3	1	7.2*	-2	-12	.	-28	0
Cc1ccc(C2(O)CN(c3ccccc3C)C3=[N+]2CCS3)cc1 (stereo not drawn)	6	-3	-4	-0.42	-5	-9	-4	-19	9
COc1cc(S(=O)(=O)N2CCCCC2)ccc1NC(=O)c1ccccc1Cl	-3	-12	4	-0.012	4	-22	8	-19[20 µM]	11
COc1ccccc1NC(=O)C[n+]1ccccc1	1	14	2	0.68	-8	-3	-24	-20	18
CCOc1cc(N2CCOCC2)c(OCC)cc1NC(=O)Cc1cccc2ccccc12	8	-16	2	-0.53	-16	-13	2	16[20 µM]	6
O=C(COC(=O)c1ccc(S(=O)(=O)NCc2ccco2)cc1)NC1CCCCC1	-1	-15	4	-0.39	-7	-17	15	0[20 µM]	-3
O=C(COc1c(Cl)cc(Cl)cc1Cl)c1ccc(Cl)cc1	18	-159	-12	-0.49	-16	-20	-5	-11	4
Cc1ccc(C(=O)N/N=C\c2ccc(OC(=O)c3cccs3)cc2)cn1	-5	3	-3	-0.51	10	0	.	-5	-1[fluorescence artefact?]
C/C(CC(=O)Nc1ccc(C)cc1C)=N\NC(=O)C(C)C	-2	1	-7	1.4	0	-22	2	-29	-8
COC(=O)c1cc(NC(=O)Cc2ccc(OC)c(OC)c2)cc(C(=O)OC)c1	5[fluorescence artefact?]	-8	1	-1.8	0	-26	3	-14[20 µM]	8
CC(=O)c1cccc(N(C(=O)CNC(=O)c2ccco2)C(C(=O)NCc2ccco2)c2ccccc2)c1 (stereo not drawn)	0	-1	-5	1	1	-16	5	-25	-8
CCOC(=O)c1ccccc1NC(=O)c1ccc(N(C)S(C)(=O)=O)cc1	-4	-4	-8	0.7	-16	-14	4	-33[20 µM]	2
CSc1nnc(C)c(=O)n1COC(=O)COc1ccccc1	-7[fluorescence artefact?]	3	9	-0.73	-10	3	-11	0	-6
COc1ccc(-n2c(Cc3ccccc3)nnc2SCC(=O)N2CCCc3ccccc32)cc1	-8	-5	-2	0.76	-10	-18	-3	-17[20 µM]	7[fluorescence artefact?]
COc1ccc(OC)c(NC(=O)c2ccc(S(=O)(=O)N3CCN(C)CC3)cc2)c1	-4	8	4	-0.024	-24	4	5	-22	-3
CC1Oc2ccccc2N(CC(=O)Nc2ccc3c(c2)OCCO3)C1=O (stereo not drawn)	4	2	-1	0.67	-1	3	-1	-24	-6

Structures listed so far marked active in Cl transport mod.
SMILES	eIF4E-4G inh	NCF1 inh	Thrombin inh	Cl transport mod	KLK5 inh	EBV gp42 inh	Rad51 HR inh	Furin inh	14-3-3 Bad inh
COc1cccc(CNS(=O)(=O)c2cn(C)cn2)c1	-1	3	1	7.2*	-2	-12	.	-28	0

Only Furin inh, for two of the compounds above:
compound | Furin inh
COc1cc(S(=O)(=O)N2CCCCC2)ccc1NC(=O)c1ccccc1Cl | -19[20 µM]
O=C1Nc2ccccc2C(O)(C(=O)NCc2ccc3c(c2)OCO3)N1c1ccc(Cl)c(Cl)c1 (stereo not drawn) | -9[20 µM]

(more compounds)
SMILES	eIF4E-4G inh	NCF1 inh	Thrombin inh	Cl transport mod	KLK5 inh	EBV gp42 inh	Rad51 HR inh	Furin inh	14-3-3 Bad inh
CCOc1ccc(Br)cc1C1C(C(=O)OC)=C(N)Oc2cc(N(C)C)ccc21 (stereo not drawn)	-2	-68	1	0.88	23	-17	-76	-3[20 µM]	8
Cc1ccc(S(=O)(=O)NNC(=O)C(O)(c2ccccc2)c2ccccc2)cc1	4	-2	-5	-0.13	-21	-7	6	-3	-17
CCN(CC)C(=O)N1CCN(C(=O)c2ccc(C)cn2)CC1	-8[fluorescence artefact?]	-16	2	1.4	-3	6	0	-9	-8[fluorescence artefact?]
O=C(N/N=C/c1cc(Br)ccc1O)Nc1ccccc1	-5	-4	-1	1.4	-6	-20	3	-17	2
O=C(NCc1ccc(F)cc1)C(=O)NCC1OCCN1S(=O)(=O)c1ccc2c(c1)OCCO2 (stereo not drawn)	-2	-19	-1	-1.7	2	-13	.	-24	3
Cc1sc2ncn(CC(=O)NCCN3CCOCC3)c(=O)c2c1S(=O)(=O)N1CCC(C)CC1	0	0	-3	.	-20	-3	-4	-22[20 µM]	-3
Cc1ccc(C(=O)CCC(=O)Nc2ccc(Cl)c(S(=O)(=O)Nc3cccc(Cl)c3)c2)cc1	8	-12	-2	-2.4	-11	-4	8	-16	-5
CCOCC(=O)Nc1ccc(-c2cn3cccnc3n2)cc1	1	-8	-37	0.16	-434	-16	-2	-47	6
